MPTP block: inhibitors of mitochondrial permeability transition pore; isolated mouse mitochondria, Ca2+ swelling absorbance, 30 min; 1.4% of 360,000 active; inhibition, % at 10 µM;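 active = inhibition of 50% or more, scaled per plate between neutral and stimulator controls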;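 note: 0% = DMSO wells given calcium and 100% = 1 mM EGTA wells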
APJ agonist: agonists of human APJ apelin receptor. P35414. 0.11% of 330,000 active. CHO-K1 APJ PathHunter beta-arrestin, luminescence; 0% DMSO wells, 100% apelin. activation, % at 20 µM;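 active = activation more than six SD over the plate average, tested at 20 µM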;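 note: 0% = DMSO alone and 100% = apelin-13 at 10 nM; some results filed as inactive read as strong as hits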
Target sequence (P35414 whole entry, looked up): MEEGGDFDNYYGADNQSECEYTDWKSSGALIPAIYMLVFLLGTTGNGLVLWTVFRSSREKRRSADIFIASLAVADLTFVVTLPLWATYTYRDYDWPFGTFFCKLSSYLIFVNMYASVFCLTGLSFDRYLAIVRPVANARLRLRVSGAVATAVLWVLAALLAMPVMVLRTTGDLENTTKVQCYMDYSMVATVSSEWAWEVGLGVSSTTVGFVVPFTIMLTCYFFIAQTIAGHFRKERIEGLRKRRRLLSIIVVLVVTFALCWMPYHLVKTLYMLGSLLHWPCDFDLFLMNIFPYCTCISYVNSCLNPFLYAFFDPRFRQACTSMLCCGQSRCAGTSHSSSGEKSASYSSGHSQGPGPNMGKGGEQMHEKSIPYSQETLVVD
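Assay system – PathHunter CHO-K1 APJ (AGTRL-1) beta-arrestin reporter cells · Compound – one dose, 20 µM compound, 1% DMSO · Timing – compound 90 min 25 °C, reagent 1 h · Measured by – luminescence from split beta-galactosidase complementation, Galacton Star/Emerald II substrate · Measure – beta-arrestin recruitment to APJ as agonist activity, luminescent signal · Benchmarks – DMSO vs Apelin-13 10 nM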
APJ antag: APJ receptor antagonism. 0.32% of 330,000 active. AID 2521. CHO-K1 APJ beta-arrestin complementation, luminescence. inhibition, % at 20 µM. P35414;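 active = inhibition above about 40% at 20 µM, limit read from the data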;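 note: cells challenged with 10 nM apelin-13 agonist together with compound; plate controls were apelin-13 plus DMSO wells for no effect and DMSO wells lacking apelin-13 for full effect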
TIM10 inh: growth inhibitors of TIM10 yeast strain; S. cerevisiae TIM10 strain growth, BacTiter-Glo luminescence, 24 h; inhibition, % at 10 µM; 1.4% of 330,000 active;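 active = inhibition of 40% or more at the single tested concentration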;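 note: wild-type TIM10 isogenic control strain grown at permissive 25 °C; 0% = DMSO yeast wells and 100% = minimal medium wells without yeast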
tim23-1 inh: inhibits growth of tim23-1 mutant yeast. 1.3% of 330,000 active. S. cerevisiae tim23-1 growth, BacTiter-Glo luminescence, 24 h. inhibition, % at 20 µM;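 active = growth inhibition of the mutant yeast at or above 50%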;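 note: temperature-sensitive mutant grown at 25 °C; plate controls were DMSO-treated mutant yeast for no effect and medium wells lacking yeast for full effect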
NR3A LBD binder: modulators (binders) of human NR3A ligand-binding domain; NR3A LBD differential scanning fluorimetry, Tm shift; 0% = protein alone, 100% = glycine-bound protein; 2.5% of 340,000 active; Tm shift relative to glycine control, % at 25 µM; AID 1259313;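 active = melting temperature shift of at least 10% of the positive control shift, at one fixed dose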
tim10-1 inh: inhibits growth of tim10-1 mutant yeast; S. cerevisiae tim10-1 ts strain growth, BacTiter-Glo, 24 h; inhibition, % at 20 µM; 2.2% of 330,000 active; AID 463190;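 active = inhibition of at least 40%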;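 note: mutant grown at 25 °C; 0% = DMSO wells with yeast and 100% = wells holding no yeast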
NLRP3 yeast inh: blocks the NALP3 inflammasome reconstituted in yeast; inhibition, % at 10 µM; Yeast reconstituted NLRP3/ASC/caspase-1, beta-gal luminescence, 24 h; AID 2825; 0.39% of 330,000 active;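 active = inhibition of 50% or more; inactive = inhibition below 50%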;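 note: plate controls were induced DMSO wells for no effect and uninduced yeast grown without galactose for full effect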
beta cell repl: inducers of beta-cell replication in MIN6 cells; AID 2380; proliferation, % at 10 µM; MIN6 cells proliferation, ATPlite luminescence, 48 h; cells starved in 0.2% serum; 100% = growth in 10% serum; 0.29% of 330,000 active;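 active = compounds whose signal lies at least 3.5 SD above the mean of all wells on their plate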;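 note: 0% = DMSO-treated cells in low-serum medium and 100% = 10% serum control; some compounds called inactive have numbers as strong as hits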
Numbers without * were called inactive; . = no result given.

SMILES | MPTP block | APJ agonist | APJ antag | TIM10 inh | tim23-1 inh | NR3A LBD binder | tim10-1 inh | NLRP3 yeast inh | beta cell repl
CCOC(=O)C1=C(C)N(C[C@@H]2CC[C@@H](Cc3ccc(-c4ccccc4)cc3)O2)C(=O)NC1c1ccc(Cl)cc1 (stereo not given in full) | -0.4 | . | . | 1.4 | 31.0 | 3.9 | 13.3 | . | .
CC(=O)N1c2ccccc2NC(=O)C1(C)C | -0.4 | 2.6 | 16.7 | 0.1 | 14.5 | -0.9 | -3.1 | 4.8 | -2.9
Cc1ccc2nc(-c3cccnc3)oc2c1 | 1.4 | 4.2 | -15.5 | 5.4 | 7.4 | 2.2 | 25.3 | -2.9 | -2.5
Cc1ccc(C(=O)O)cc1N1C(=O)c2cccc3cc(Br)cc(c23)C1=O | -9.0 | -1.9 | 19.2 | -3.5 | 2.3 | -6.0 | 5.5 | 14.5 | -5.4
COc1ccc2nc(NC(=O)CSc3nc(SC)ns3)sc2c1 | 15.9 | -3.1 | -4.4 | 4.8 | 2.8 | 4.3 | -4.1 | -21.1 | 0.2
CCCC(=O)Nc1cc(OC)c(NC(=O)NC2CCCCC2)cc1OC | -1.0 | 6.8 | -38.4 | 4.7 | 9.3 | -0.1 | 8.4 | 17.8 | -0.9
CN(C(=O)CSc1nncn1-c1ccccc1)c1ccccc1 | -1.3 | 1.5 | 7.9 | 3.6 | 19.7 | -0.3 | -8.2 | 13.0 | 0.2
COc1ccc(C(=O)NCC(=O)N2CCC(C)CC2)cc1OC | -0.8 | 4.9 | -1.4 | 5.7 | 5.7 | 1.0 | 13.7 | 20.9 | -0.9
CSc1ccc(CN2CCN(C(C)C)C(CCO)C2)cc1 (stereo not given) | 2.7 | -0.8 | 10.2 | 9.6 | -1.2 | 0.2 | 12.4 | -6.7 | -0.3
CC1(C)CC(=O)C=C(Nc2ccc(Cl)cc2)C1 | 0.2 | -2.4 | 19.7 | -1.9 | 5.6 | -3.6 | 5.3 | -11.2 | -3.0
COc1ccccc1C(C(=O)NC1CCCC1)N(C(=O)c1csnn1)C1CC1 (stereo not given) | 0.5 | -2.1 | 14.0 | -5.3 | 15.2 | 1.0 | 4.1 | -15.1 | -0.2
Cc1cc(C(=O)Nc2ccccc2N2CCOCC2)c2ccccc2n1 | -1.8 | -2.7 | 14.1 | 16.3 | 16.4 | -0.1 | 20.1 | -0.2 | 1.9
CC1CCC2(CC1)NC(=O)N(CC(=O)NC(=O)NC1CCCC1)C2=O (stereo not given) | 0.4 | -5.7 | 18.6 | 0.2 | -0.9 | -2.1 | 5.2 | 3.5 | 0.6
COc1ccc(Cl)cc1S(=O)(=O)Nc1ccncc1 | -0.6 | -1.3 | -28.5 | 10.9 | -4.6 | -1.6 | -6.4 | 10.5 | 2.6
CC1CCC(NC(=O)c2cc(S(=O)(=O)N3CCCCC3)c[nH]2)CC1 (stereo not given) | -0.4 | -1.5 | -7.8 | -7.2 | 6.2 | -1.2 | -4.5 | 19.2 | -1.1
COCCN(C(=S)Nc1c(C)cccc1C)C(C)c1cccs1 (stereo not given) | 4.0 | -0.8 | 9.1 | 1.6 | 38.7 | 0.4 | 16.8 | -1.2 | -0.1
Cc1ccc(NC(=O)CC(C)CC2=NS(=O)(=O)c3ccccc3N2)cc1 (stereo not given) | 1.0 | 3.2 | 0.4 | 7.1 | 6.8 | 0.4 | 5.3 | 2.5 | -1.4
COC(C(=O)Nc1ccc(S(=O)(=O)Nc2c(C)cccc2C)cc1)c1ccccc1 (stereo not given) | -13.4 | -3.4 | -0.9 | -1.3 | -9.6 | -9.0 | 6.5 | -1.3 | -1.6
Cc1ccc(NC(=O)N(CCCN2CCOCC2)Cc2cccnc2)cc1C | 0.1 | 0.5 | 10.5 | 5.6 | 12.8 | 0.6 | 3.2 | 5.8 | -0.1
CCCCN(C(=O)Cn1nnc2ccccc21)C(C(=O)NCc1ccco1)c1ccncc1 (stereo not given) | 0.1 | -4.5 | 12.9 | -4.3 | 3.1 | -1.1 | 10.4 | -14.8 | -1.1
Cc1c(Cc2ccccc2)c(=O)oc2c(C)c(OC(C)C(=O)NCC3CCC(C(=O)O)CC3)ccc12 (stereo not given) | 0.1 | 1.6 | -67.0 | 10.2 | 10.9 | -0.5 | 8.1 | -1.2 | -4.7
O=C(NCCCN1CCCC1=O)C1CCN(S(=O)(=O)c2ccccc2)CC1 | -0.2 | -2.3 | 14.0 | 8.1 | 11.8 | 1.4 | -0.6 | 1.0 | -2.5
O=C(CCc1nc(-c2ccccc2F)no1)Nc1cccnc1 | 1.1 | -5.1 | 1.1 | -12.2 | -8.2 | -3.4 | -16.5 | 1.8 | -0.3
CCCS(=O)(=O)c1c(S(=O)(=O)CCC)c2ccc(C(C)=O)cn2c1C(=O)OC | -1.6 | -2.6 | -21.5 | 4.8 | 19.4 | -1.9 | 23.9 | 17.3 | -2.0
Cc1csc(SCC(=O)c2c(N)n(CC(C)C)c(=O)n(C)c2=O)n1 | 50.8* | 1.7 | -25.8 | -7.1 | 18.5 | 1.5 | 8.9 | 8.2 | 0.2

Complete entries from above. Order of screens: MPTP block | APJ agonist | APJ antag | TIM10 inh | tim23-1 inh | NR3A LBD binder | tim10-1 inh | NLRP3 yeast inh | beta cell repl
Record of Cc1c(Cc2ccccc2)c(=O)oc2c(C)c(OC(C)C(=O)NCC3CCC(C(=O)O)CC3)ccc12 (stereo not given) = 0.1 | 1.6 | -67.0 | 10.2 | 10.9 | -0.5 | 8.1 | -1.2 | -4.7
Record of Cc1cc(C(=O)Nc2ccccc2N2CCOCC2)c2ccccc2n1 = -1.8 | -2.7 | 14.1 | 16.3 | 16.4 | -0.1 | 20.1 | -0.2 | 1.9

Just beta cell repl, for three of the compounds above:
Structure,beta cell repl
CC(=O)N1c2ccccc2NC(=O)C1(C)C,-2.9
CC1CCC2(CC1)NC(=O)N(CC(=O)NC(=O)NC1CCCC1)C2=O (stereo not given),0.6
COc1ccc(Cl)cc1S(=O)(=O)Nc1ccncc1,2.6

The list continues.
SMILES | MPTP block | APJ agonist | APJ antag | TIM10 inh | tim23-1 inh | NR3A LBD binder | tim10-1 inh | NLRP3 yeast inh | beta cell repl
O=Cc1ccc(-n2cccn2)cc1 | 1.0 | 0.1 | -5.6 | -21.6 | -5.9 | -0.4 | 16.4 | -4.2 | 2.6
Cc1nnc(SCC(=O)Nc2ccc3c(c2)OCO3)[nH]c1=O | -2.4 | -3.9 | 1.4 | 7.8 | -2.1 | -2.4 | 1.6 | 6.6 | 3.9
CCS(=O)(=O)N1CCCC(C(=O)c2ccc(OC)cc2C)C1 (stereo not given) | -0.2 | -3.5 | 13.8 | 1.8 | 16.7 | -0.3 | 5.1 | 17.0 | -0.6
CCOC(=O)c1ccc(OS(=O)(=O)c2ccccc2)c(OC)c1 | 2.4 | . | -17.6 | -3.3 | 15.8 | -0.1 | 22.3 | -24.1 | -2.2
COc1ccc(-c2nn3c(COc4ccccc4)nnc3s2)cc1OC | 2.5 | -3.8 | 5.3 | 19.1 | 20.4 | -1.6 | 23.5 | 0.0 | 1.0
O=C(NCCCCNC(=O)c1c(F)c(F)c(F)c(F)c1F)c1c(F)c(F)c(F)c(F)c1F | 0.9 | -1.2 | 4.0 | 12.0 | 4.5 | 0.3 | 13.5 | 11.6 | -1.6
O=C(CSc1cccc(C(F)(F)F)c1)Nc1cc(S(=O)(=O)N2CCCC2)ccc1Cl | 1.5 | -0.1 | 7.8 | 5.4 | 11.5 | -2.2 | 2.1 | 20.1 | -4.7
Cc1ccc(C(=O)/C=C\Nc2ccc(C)c(C)c2)cc1 | 3.4 | -4.4 | -2.5 | 4.9 | 0.5 | -86.1 | 8.6 | 20.3 | 0.0
Cc1coc2c(C)c3oc(=O)cc(-c4ccccc4)c3cc12 | 0.7 | -2.8 | 12.8 | -14.5 | 1.0 | 4.2 | 13.8 | 3.8 | 0.0
NC(=O)C1CCN(C(=O)CCNS(=O)(=O)c2ccccc2F)CC1 | -0.6 | -4.8 | 11.0 | -2.7 | 10.7 | 1.9 | 3.1 | 19.2 | 1.7
O=C(NCc1ccc2c(c1)OCO2)c1c(-c2ccccc2)sc2ccccc12 | 81.9* | -2.1 | 8.9 | 3.5 | -6.9 | -0.2 | 21.0 | -45.6 | -0.7
COc1ccccc1C(O)c1nccn1C (stereo not given) | 2.6 | 2.3 | 18.6 | 4.2 | 1.7 | -0.1 | -19.3 | -4.6 | -2.8
Cc1cccc(NS(=O)(=O)c2cc(Cl)ccc2Cl)n1 | 1.7 | 0.6 | -2.0 | -8.0 | 1.2 | 1.4 | 5.8 | 15.8 | -1.9
CC(=O)NC(CC(=O)NC(C)c1ccc(Cl)cc1Cl)c1ccccc1 (stereo not given) | -0.1 | -1.5 | -13.5 | -3.6 | 1.0 | 0.0 | 19.6 | 3.7 | -1.2
COc1ccc([C@@H]2[C@@H]3C(=O)N(C(C)(C)C)C(=O)[C@@H]3[C@]3(Cc4ccc(Cl)cc4)C(=O)N(c4ccc(OC)cc4)C(=O)N23)cc1 | 39.7 | 3.9 | -56.5 | -0.1 | 15.0 | -4.9 | 1.7 | -2.7 | -3.8
COc1ccccc1-c1c(C)oc2c(CN3CCCC(C)C3)c(O)ccc2c1=O (stereo not given) | 1.7 | 1.4 | 0.9 | 11.3 | 10.4 | 0.6 | 13.4 | 23.5 | -1.5
COC(=O)c1c(NC(=S)NNC(=O)c2ccc(Cl)s2)sc(C(=O)N(C)C)c1C | 5.0 | -3.6 | 23.5 | -6.6 | -2.6 | 1.5 | -2.3 | 12.0 | -1.7
O=C(Cn1ccnc1)c1ccc(Cl)cc1 | -0.7 | -0.1 | 1.7 | -2.2 | 14.1 | -2.2 | 20.9 | -8.7 | -1.1
O=C1CC(N2CCN(c3ccccc3F)CC2)C(=O)N1c1ccc(F)cc1 (stereo not given) | 1.7 | -3.7 | 6.1 | 11.9 | 12.8 | 0.7 | 14.1 | 9.8 | -0.5
COc1ccc(OCC(O)CN2C(=O)c3ccccc3S2(=O)=O)cc1 (stereo not given) | 2.8 | 1.3 | 1.4 | 17.3 | 17.6 | 0.3 | 23.5 | 32.1 | 3.8
CN(C)c1ccc(-c2nc3cnccn3c2Nc2ccc3c(c2)OCCO3)cc1 | 1.9 | 1.2 | -11.0 | 20.1 | 29.4 | -0.9 | 18.2 | -11.7 | 2.2
O=C(Nc1ccc(S(=O)(=O)N2CCOCC2)cc1)c1ccccc1F | 0.2 | -3.8 | 3.1 | 7.8 | 15.7 | 0.2 | 11.4 | -6.9 | -0.8
CN(C(=O)COC(=O)C1(C)CC1(Cl)Cl)c1c(N)n(Cc2ccccc2)c(=O)[nH]c1=O (stereo not given) | -0.8 | -0.1 | -1.5 | -3.5 | -14.0 | -2.5 | -0.8 | -5.7 | -2.8
COc1ccc(C(=O)Nc2ccnn2C2CCN(CCC(C)c3ccc(C)o3)CC2)cc1 (stereo not given) | -0.3 | 3.9 | 17.6 | 8.9 | -7.1 | 0.8 | -10.6 | 10.7 | -3.0
CCOC(=O)c1cc(NC(=O)CCC(=O)O)ccc1N1CCCCC1 | -1.0 | 2.9 | -7.7 | 1.3 | -16.0 | 1.5 | 0.3 | -9.3 | -2.2
CCOc1ccc(Cn2nnc(C(=O)NCCc3ccc(Cl)cc3)c2N)cc1 | -0.8 | -1.9 | -4.5 | -28.1 | -2.1 | 3.7 | -22.3 | 15.5 | -3.9
O=C(CCNC(=O)C1CCN(S(=O)(=O)c2ccccc2)CC1)Nc1ccccc1 | -0.5 | 4.5 | 6.1 | 3.0 | -0.1 | 1.2 | -4.6 | 3.9 | -3.3

Screening data from PubChem.
